# Screens (PubChem)
# MLLE-PAM2 inh: inhibitors of microRNA-mediated deadenylation, human PABP1 MLLE binding; P11940; GST-MLLE / FITC-PAM2 fluorescence polarization; inhibition, % at 20 µM; hit rate 0.36% among 360,000; in the data active means inhibition above about 35%, passing the limit was not always enough;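 further: plate controls were DMSO wells with GST-MLLE for no effect and wells lacking GST-MLLE protein for full effect; some results filed as inactive read as strong as hits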
# Tb MetRS inh: Trypanosoma brucei MetRS inhibition; purified T. brucei MetRS, ATP depletion, Kinase-Glo luminescence; inhibition, % at 11.9 µM; hit rate 0.4% among 360,000; AID 624268;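 active means inhibition above a per-plate cutoff of the control wells' mean inhibition plus 3 SD, cut at about 5.5% in these data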;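 further: 0% = DMSO wells median and 100% = median of wells with control inhibitor compound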
#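 System: purified T. brucei MetRS enzyme / Detection: Kinase-Glo luciferase luminescence reporting remaining unconsumed ATP / Medium: HEPES buffer with MgCl2, KCl, DTT, spermine, BSA, pyrophosphatase / Replication: singlicate, one well per compound / Evaluation: percent inhibition relative to median high and low control wells / Schedule: 2 h aminoacylation at 25 °C after 15 min preincubation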
# Neddyl block: blocks human cullin neddylation | P61081+Q13564 | TR-FRET cullin neddylation, biochemical | calls only at 25 µM | hit rate 0.58% among 360,000; in the data active means inhibition above about 36%
# Target sequence (P61081 whole entry, looked up): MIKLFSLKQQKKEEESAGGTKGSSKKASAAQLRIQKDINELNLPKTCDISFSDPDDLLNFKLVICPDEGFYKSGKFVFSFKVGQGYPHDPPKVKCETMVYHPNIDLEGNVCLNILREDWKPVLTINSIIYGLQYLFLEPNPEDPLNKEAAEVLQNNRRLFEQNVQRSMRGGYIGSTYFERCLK
# Target sequence (Q13564 whole entry, looked up): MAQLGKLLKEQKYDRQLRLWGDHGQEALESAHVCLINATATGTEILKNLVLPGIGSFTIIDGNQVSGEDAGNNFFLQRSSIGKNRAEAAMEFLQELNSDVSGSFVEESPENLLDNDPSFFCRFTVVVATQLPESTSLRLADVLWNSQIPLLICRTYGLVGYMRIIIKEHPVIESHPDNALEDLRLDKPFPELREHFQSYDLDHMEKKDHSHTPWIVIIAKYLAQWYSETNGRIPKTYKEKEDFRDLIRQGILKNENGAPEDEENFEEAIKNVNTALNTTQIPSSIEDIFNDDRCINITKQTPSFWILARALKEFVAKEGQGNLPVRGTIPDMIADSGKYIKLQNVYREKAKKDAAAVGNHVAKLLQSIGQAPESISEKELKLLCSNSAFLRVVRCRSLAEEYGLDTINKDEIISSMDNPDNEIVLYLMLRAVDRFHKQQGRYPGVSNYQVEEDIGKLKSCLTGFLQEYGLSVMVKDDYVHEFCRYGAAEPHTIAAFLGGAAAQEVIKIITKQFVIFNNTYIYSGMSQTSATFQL
# MsrA inh: bovine MsrA inhibition | purified bovine MsrA, absorbance read-out | inhibition, % at 15.5 µM | hit rate 0.75% among 360,000; in the data active means inhibition above about 4.5%;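 further: 0% = vehicle wells with enzyme and 100% = reference inhibitor wells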
# eLon inh: inhibitors of E. coli Lon protease; hit rate 0.42% among 360,000; inhibition, % at 7.94 µM; purified E. coli Lon protease, fluorescence polarization; AID 602123; in the data active means inhibition above about 13%, passing the limit was not always enough;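 further: 0% = enzyme with probe and DMSO and 100% = no enzyme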
# FAS-TE inh: blocks the thioesterase domain of human fatty acid synthase; inhibition, % at 15 µM; P49327; AID 602261; hit rate 0.67% among 360,000; recombinant FAS-TE, OMFH fluorogenic substrate, fluorescence endpoint;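 active means compounds whose normalised, plate-corrected inhibition of enzyme fluorescence in the single-dose primary screen is 50% or more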;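 further: 0% = DMSO with enzyme and 100% = substrate without enzyme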
# bovine MsrA act: activates bovine MsrA enzyme; AID 602163; purified bovine MsrA, absorbance read-out; hit rate 0.3% among 360,000; activation, % at 10.6 µM; in the data active means activation above about 7.5%;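 further: 0% = vehicle and 100% = reference activator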
# CSN inh: inhibitors of human CSN-mediated cullin deneddylation | Q92905 | Purified CSN, SCF-Nedd8-OG deneddylation, fluorescence polarization | inhibition, % at 12.5 µM | hit rate 0.38% among 360,000 | AID 651999;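 active means pattern-corrected inhibition above about 35%, with an unprinted fluorescence ratio check between 0.5 and 1.5, limit read from the data, passing the limit was not always enough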;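 further: 0% = enzyme with substrate and 100% = substrate without enzyme; some results filed as inactive read as strong as hits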
#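 Schedule: reaction 90 min, room temperature / Assay system: HEK293T-derived human Csn5 enzyme / Input: Csn5 at 0.24 nM final / Measure: inhibition of Csn5 cleavage, % / Control set: substrate-only high control, full reaction low control / Technique: fluorescence polarization of the substrate / Buffer or medium: Tris/NaCl/DTT buffer, pH 7.5 / Reagent: SCFSkp2-Nedd8OG substrate at 10 nM final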
# Rin1 Abl inh: blocks binding of human Rin1 to Abl. hit rate 0.4% among 360,000. inhibition, % at 7.35 µM. AID 588664. TR-FRET Rin1/Abl binding, biochemical. P00519+Q13671; in the data active means inhibition above about 5%, passing the limit was not always enough
# Starred values were filed as active, the others as inactive; i = inactive; / = no result given.
structure	MLLE-PAM2 inh	Tb MetRS inh	Neddyl block	MsrA inh	eLon inh	FAS-TE inh	bovine MsrA act	CSN inh	Rin1 Abl inh
NC(=O)CC[C@H](NC(=O)c1ccc(F)cc1)C(=O)N1CCN(Cc2ccc3c(c2)OCO3)CC1	2	-0.1	i	-0.3	2	-1	-3	4	1
CN(c1ccccc1)c1nc(N)c([N+](=O)[O-])c(NCc2ccco2)n1	-5	-0.2	i	2.3	15	20	-3	-3	-2
CCOC(=O)Nc1cccc(Cl)c1C	8	0.3	i	-0.8	-6	-5	-3	-3	1
CCOC(=O)C1CCCN(C2CC(=O)N(c3ccc(N4C(=O)CC(N5CCCC(C(=O)OCC)C5)C4=O)cc3)C2=O)C1 (centres undefined)	21	1.0	i	-0.8	0	-9	-3	3	3
COCCCN(C(=O)Nc1ccccc1)C(C)c1ccncc1 (centres undefined)	8	0.2	i	-0.5	-7	-8	-3	-4	-2
COc1ccccc1OCCNC(=O)CCNC(=O)c1ccccc1Cl	-7	0.1	i	-0.9	10	-4	-2	2	3
Cc1ccc(NC(=O)C2CCCN2S(=O)(=O)c2ccc3c(c2)n(C)c(=O)c(=O)n3C)cc1C (centres undefined)	1	0.0	i	0.8	-7	-3	-4	4	2
O=C(NCCC(c1ccccc1)c1ccco1)c1cccs1 (centres undefined)	-22	-0.6	i	/	-5	7	1	2	3
CN(C)CCCN(C(=O)c1ccc([N+](=O)[O-])s1)c1nc2cc3c(cc2s1)OCCO3	10	-0.5	i	0.8	-5	4	1	16	-1
Cc1ccc(C)c(S(=O)(=O)Nc2ccc3scnc3c2)c1	17	0.6	i	0.8	1	-2	-3	-5	3
O=C(O)/C=C/C(=O)N1CCN(S(=O)(=O)c2cccc(C(F)(F)F)c2)CC1	-10	0.6	i	2.4	3	-3	-4	6	-2
COc1cccc(CN2CC(C(=O)NCc3ccc(Cl)s3)CCC2=O)c1 (centres undefined)	3	-0.1	i	0.4	7	-2	-1	-1	-1
COc1ccc(C(=O)NC(=S)Nc2ccccc2N2CCN(S(C)(=O)=O)CC2)cc1OC	19	-0.2	i	0.7	4	21	-2	3	-3
CCCCCC/C(C=O)=C\c1ccccc1	-14	-0.9	i	0.2	10	11	-12	-2	3
CC1(C(=O)NS(=O)(=O)c2ccc(Cl)s2)CCN1C(=O)C1(c2ccccc2)CCCC1 (centres undefined)	2	-0.5	i	-0.2	4	-10	-12	-3	5
Cc1ccc(-n2nc3c(c2NC(=O)c2ccco2)CS(=O)(=O)C3)cc1C	-10	-0.4	i	0.1	-7	-5	-2	-4	-2
C=CCNC(=S)N1CCC(C(=O)c2ccc(OC)cc2)CC1	-107	0.6	i	-1.0	0	-4	-1	-2	0
O=C(O)C1C2C=CC(C2)C1C(=O)OCC1CCCO1 (centres undefined)	12	-0.3	i	0.6	-2	-4	0	8	3
Cc1ccc(OCc2ccc(C(=O)NN)o2)c([N+](=O)[O-])c1	-58	-0.1	i	0.5	-14	-5	-2	-3	-2
CCSc1nc2sc3c(c2c(=O)[nH]1)CC(C)(CC)OC3 (centres undefined)	-17	-0.8	i	1.4	12	-3	0	-9	-2
O=C(N/N=C/c1cc(Br)ccc1O)c1ccccc1Cl	-22	1.1	i	-0.2	3	32	-4	2	-1
Cc1noc(C)c1S(=O)(=O)N1CCCC(C(=O)NCCc2ccccc2)C1 (centres undefined)	-10	-1.0	i	1.3	-9	-7	-4	-2	0
COc1ccc(-c2nnc(-c3ccc(Br)o3)o2)cc1OC	-10	-0.6	i	1.8	5	-4	-4	-4	-11
O=C1NC2=C(C(=O)CCC2)C(c2ccc([N+](=O)[O-])cc2)N1 (centres undefined)	8	-0.2	i	0.8	13	-1	-3	0	1
CCOC(=O)c1ccccc1NC(=O)CSc1nc2ccncc2[nH]1	-15	-0.9	i	-0.6	-5	-11	-8	5	-2
CCOC(=O)C1(Cc2ccc(OC)cc2)CCN(S(C)(=O)=O)CC1	-1	0.1	i	0.0	-3	-5	-4	9	0
N#Cc1c(Cl)nsc1NN	16	0.6	i	2.6	-7	-3	1	-14	3
O=C(CN1C(=O)NC2(CCSC2)C1=O)NCc1ccccc1 (centres undefined)	-16	-0.1	i	-0.8	-5	-4	-4	-3	1
CCOC(=O)/C(C#N)=C/c1cn(CCOc2ccc(OC)cc2)c2ccccc12	9	-0.3	i	1.6	2	42	-1	8	-1
O=C(CSc1n[nH]c(-c2cccnc2)n1)Nc1cccc(Cl)c1	10	1.5	i	-0.2	2	-20	1	3	0
CCN1CCN(C(=O)c2cc(COc3c(C)cccc3C)on2)CC1	-2	-0.2	i	0.2	-1	-6	0	-2	-1
O=C(CSc1nnc(-c2ccccc2)o1)NCC1CCCCC1	-13	0.0	i	-0.6	4	4	0	-14	-1
CS(=O)(=O)Nc1ccc(C(=O)Nc2ccccc2Cl)cc1	13	-0.6	i	-0.3	10	-6	-11	-8	6
COc1ccc(CN2CC(C(=O)N3CCOCC3)CC2=O)cc1 (centres undefined)	-2	-0.2	i	-0.3	0	-7	-2	-1	1
CCc1ccc(OCCCCN(C)Cc2ccccc2)cc1	1	-1.7	i	0.1	-6	0	-10	4	2
O=c1ccc(-c2ccccc2)nn1Cc1ccccc1F	-4	-0.8	i	0.1	-1	0	-4	1	-2
Cc1ccc(C(=O)OC2=CC(=O)CC(C)(C)C2)cc1	3	-0.4	i	-0.9	7	-4	-4	5	-2
Cc1ccnc(NC(=O)c2ccc(NC(=O)CC3SC(N4CCCC4)=NC3=O)cc2)c1 (centres undefined)	-4	-0.4	i	1.1	3	-4	-6	0	1
CCC(c1nnnn1-c1ccc2c(c1)OCCO2)N1CCN(c2ncccn2)CC1 (centres undefined)	/	-0.4	i	-0.1	-5	-1	-2	-7	/
Cc1nc(N2CCN(Cc3ccccc3)CC2)c(C#N)c2c1COC(C)(C)C2	11	0.0	i	-0.8	10	-21	-4	-9	-2
CC(=O)c1c(COC(=O)c2ccccc2)nc2ccccc2[n+]1[O-]	4	-0.7	i	1.5	-12	3	-2	5	1
O=C(CNC(=O)OCc1ccccc1)NCC(=O)Oc1ccc([N+](=O)[O-])cc1	6	0.4	i	0.6	-12	0	-2	-5	3
O=C1C2C3c4ccccc4C(c4ccccc43)[C@@H]2c2nc3ccccc3n21 (some centres undefined)	-15	-1.0	i	-0.4	5	21	-3	0	4
COc1ccc(NC(=O)CN(C)S(=O)(=O)c2ccc3c(c2)NC(=O)CS3)cc1	-5	-0.9	i	-0.8	-3	2	-12	4	8
CCCS(=O)(=O)N1CCC(C(=O)NCc2ccco2)CC1	0	-0.9	i	-0.7	-6	-3	0	6	-2
O=C1Nc2ccc(NS(=O)(=O)c3cccs3)c3cccc1c23	-11	0.1	i	0.0	1	-8	1	5	-4
O=S(=O)(Nc1ccc(N=Nc2ccc(O)c3ccccc23)cc1)c1ccccc1	2	-0.1	i	0.0	-14	39	-1	5	0
CCCC(=O)NC(=S)Nc1ccc(S(=O)(=O)Nc2ccc(OCC)cc2)cc1	26	-0.7	i	-0.1	-1	30	-11	1	0
COc1ccc(Nc2nc3ccc(OC)cc3s2)cc1	1	1.2	i	-0.2	-4	8	-2	4	-2
COc1c(Br)cc([N+](=O)[O-])c(OC)c1C(=O)NC(=O)Nc1c(Cl)cccc1Cl	-7	2.1	i	0.4	3	35	0	1	-2
COc1ccc2[nH]c(=O)c(CN(C)C(=O)c3ccncc3)cc2c1	-3	-0.4	i	0.6	-11	-7	-2	3	1
CC(=O)Nc1ccc(S(=O)(=O)Nc2nnc(C3CCCCC3)s2)cc1	23	-0.1	i	-0.6	-6	-9	-3	-1	5
NS(=O)(=O)c1ccc(CCNC(=O)CNC(=O)COc2ccccc2)cc1	3	-1.4	i	0.2	-4	-3	-11	-2	1
O=C(c1ccccc1)N1CCN(c2n[nH]c(=O)[nH]c2=O)CC1	10	-0.2	i	0.8	7	-6	-9	3	1
CCOc1ccc(/C(O)=C2/C(=O)C(=O)N(CCN(CC)CC)C2c2cccs2)cc1 (centres undefined)	7	0.2	i	0.9	-4	-7	-3	1	-6
COc1ccc(CCNC(=O)c2cc3c(=O)n4ccccc4nc3n(CCCN3CCOCC3)c2=N)cc1	-10	0.1	i	1.6	-13	1	-6	0	-3
COc1ccc(N(CC(O)CN2CCOCC2)S(=O)(=O)c2ccccc2)cc1 (centres undefined)	7	-0.4	i	-1.2	3	-8	-4	2	3
CC12c3ccccc3C(c3ccccc31)C1C(=O)N(c3ccncc3)C(=O)C12 (centres undefined)	6	0.6	i	-0.2	-5	4	-1	4	-1
Cc1ccsc1C(=O)OCC(=O)N(Cc1ccccc1)C(C)C	-2	-0.2	i	-1.5	8	6	-2	5	2

# Twelve compounds out of the list, arranged by formula weight, low to high:
structure	MLLE-PAM2 inh	Tb MetRS inh	Neddyl block	MsrA inh	eLon inh	FAS-TE inh	bovine MsrA act	CSN inh	Rin1 Abl inh
COc1ccc(Nc2nc3ccc(OC)cc3s2)cc1	1	1.2	i	-0.2	-4	8	-2	4	-2
O=C(c1ccccc1)N1CCN(c2n[nH]c(=O)[nH]c2=O)CC1	10	-0.2	i	0.8	7	-6	-9	3	1
CCCS(=O)(=O)N1CCC(C(=O)NCc2ccco2)CC1	0	-0.9	i	-0.7	-6	-3	0	6	-2
O=C1Nc2ccc(NS(=O)(=O)c3cccs3)c3cccc1c23	-11	0.1	i	0.0	1	-8	1	5	-4
Cc1ccsc1C(=O)OCC(=O)N(Cc1ccccc1)C(C)C	-2	-0.2	i	-1.5	8	6	-2	5	2
CC12c3ccccc3C(c3ccccc31)C1C(=O)N(c3ccncc3)C(=O)C12 (centres undefined)	6	0.6	i	-0.2	-5	4	-1	4	-1
O=S(=O)(Nc1ccc(N=Nc2ccc(O)c3ccccc23)cc1)c1ccccc1	2	-0.1	i	0.0	-14	39	-1	5	0
COc1ccc(N(CC(O)CN2CCOCC2)S(=O)(=O)c2ccccc2)cc1 (centres undefined)	7	-0.4	i	-1.2	3	-8	-4	2	3
CCCC(=O)NC(=S)Nc1ccc(S(=O)(=O)Nc2ccc(OCC)cc2)cc1	26	-0.7	i	-0.1	-1	30	-11	1	0
CCOc1ccc(/C(O)=C2/C(=O)C(=O)N(CCN(CC)CC)C2c2cccs2)cc1 (centres undefined)	7	0.2	i	0.9	-4	-7	-3	1	-6
COc1c(Br)cc([N+](=O)[O-])c(OC)c1C(=O)NC(=O)Nc1c(Cl)cccc1Cl	-7	2.1	i	0.4	3	35	0	1	-2
COc1ccc(CCNC(=O)c2cc3c(=O)n4ccccc4nc3n(CCCN3CCOCC3)c2=N)cc1	-10	0.1	i	1.6	-13	1	-6	0	-3
